Bioassay records from PubChem BioAssay.
CHO parental Ca – signal in parental CHO cells, OX1R antagonist counter-screen. parental CHO-K1, ATP-induced calcium, Fluo-8 fluorescence. inhibition, % at 5.6 µM. 0.63% of 330,000 active. AID 463079;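 active = inhibition above that plate's mean sample inhibition plus 3 SD, cut at about 26% in these data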;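 also: 0% = ATP-challenged DMSO wells and 100% = DMSO wells without ATP; some compounds past the cut are filed as inactive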
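Material: parental CHO cells / Compound: single nominal dose of 5.6 µM per compound / Signal: Fluo-8 fluorescence / Replicates: singlicate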
TAAR1 agonist – agonists of human TAAR1. 0.99% of 360,000 active. CHO RD-HGA16 TAAR1, Fluo-8 calcium fluorescence; vehicle wells 0%, saturating PEA agonist 100%. activation, % at 3 µM. AID 624467;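 active = activation above the mean activation of all test compounds in the run plus 3 SD, cut at about 38% in these data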
Target sequence (Q96RJ0 whole entry, looked up): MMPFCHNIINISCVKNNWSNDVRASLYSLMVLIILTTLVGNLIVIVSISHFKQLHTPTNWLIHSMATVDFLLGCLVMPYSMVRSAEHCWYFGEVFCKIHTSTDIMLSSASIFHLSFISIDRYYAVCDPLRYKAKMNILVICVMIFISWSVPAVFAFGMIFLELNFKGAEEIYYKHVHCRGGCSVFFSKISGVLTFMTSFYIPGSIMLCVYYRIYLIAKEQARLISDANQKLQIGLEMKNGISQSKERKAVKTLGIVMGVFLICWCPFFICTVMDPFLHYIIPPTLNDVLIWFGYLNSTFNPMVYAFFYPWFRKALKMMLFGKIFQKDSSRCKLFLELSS
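test system = CHO RD-HGA16 cells carrying human TAAR1 plus Gα16 | schedule = 17-24 h seeding, 75 min 37 °C dye, 30 min RT | compound dosing = 3 µM single concentration | control set = DMSO and PEA EC100 | replicates = n 1 | signal = Fluo-8 fluorescence, 5 s baseline then 140 s kinetic read | measure = percent activation vs PEA EC100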
OXTR agonist – activates the human oxytocin receptor; P30559; CHO-OTR cells, Fluo-8 calcium fluorescence; normalized: DMSO 0%, oxytocin 100%; activation, % at 3 µM; 0.32% of 320,000 active; AID 2435;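 active = activation above the mean of all tested compounds plus 3 SD, cutoff set per screening run, cut at about 20% in these data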;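 also: peak over basal fluorescence ratio from a 100 s FLIPR kinetic read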
Target sequence (P30559 whole entry, looked up): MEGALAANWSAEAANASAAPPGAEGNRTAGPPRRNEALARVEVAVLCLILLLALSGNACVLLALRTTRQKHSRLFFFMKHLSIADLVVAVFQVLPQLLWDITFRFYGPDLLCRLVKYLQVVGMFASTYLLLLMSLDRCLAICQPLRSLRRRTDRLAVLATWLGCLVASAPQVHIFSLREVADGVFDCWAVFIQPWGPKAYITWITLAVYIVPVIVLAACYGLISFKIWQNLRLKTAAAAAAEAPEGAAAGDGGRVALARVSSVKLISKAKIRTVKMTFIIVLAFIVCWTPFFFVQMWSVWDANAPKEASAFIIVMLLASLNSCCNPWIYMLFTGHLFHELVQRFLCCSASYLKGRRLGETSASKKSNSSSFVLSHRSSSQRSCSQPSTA
TAAR1 antagonist – human TAAR1 antagonism. Q96RJ0. CHO RD-HGA16 TAAR1, Fluo-8 calcium fluorescence, antagonist. inhibition, % at 3 µM. 1.5% of 360,000 active. AID 624466;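 active = inhibition above a per-plate cutoff, the mean inhibition of test compounds on that plate plus 3 SD, cut at about 49% in these data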;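 also: 0% = DMSO plus EC80 beta-PEA response and 100% = DMSO alone without agonist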
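test system = CHO RD-HGA16 cells bearing hTAAR1 | replication = singlicate | controls = DMSO-only wells and EC80 β-PEA-stimulated wells | reagent = EC80 β-phenethylamine stimulus | read-out basis = percent inhibition of PEA-evoked calcium signal, max/basal emission ratio | schedule = seeding 17-24 h prior, 75-min 37 °C, 30-min RT dye loading | signal = kinetic Fluo-8 calcium fluorescence measurement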
OXTR potentiate – potentiates the human oxytocin receptor response; 0.061% of 320,000 active; CHO-OTR cells, Fluo-8 calcium fluorescence, potentiator mode; 0% = oxytocin EC15, 100% = EC100; activation, % at 3 µM;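 active = activation above that plate's cutoff, the mean activation of tested compounds plus 3 SD, cut at about 6.6% in these data, passing the limit was not always enough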;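 also: 100% uses oxytocin at 75 nM as the full agonist control; some results filed as inactive read as strong as hits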
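System: human OTR in CHO cells; Also added: sub-maximal oxytocin, roughly EC15; Timing: compound 6 min at room temperature before oxytocin, 100 s read; Technique: Fluo-8 intracellular calcium fluorescence, ex 470-495, em 515-575 nm; Controls: oxytocin EC15 low and EC100 high; Replication: singlicate.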
CHRM1 agonist – activates human CHRM1 receptor; P11229; CHO-K1 hM1, Fluo-8 calcium fluorescence, agonist mode; 0% DMSO, 100% acetylcholine EC100; activation, % at 3 µM; 0.33% of 360,000 active; AID 588814;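 active = activation above the run's mean compound activation plus 3 SD, cut at about 16% in these data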;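 also: peak over basal fluorescence ratio within a 140 s kinetic read after compound addition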
CHRM1 antagonist – antagonists of human M1 muscarinic receptor; P11229; CHO-K1 hM1, Fluo-8 calcium fluorescence, ACh EC80 antagonist; inhibition, % at 3 µM; 1.3% of 360,000 active; AID 588852;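 active = percent inhibition above its own plate's cutoff, namely the mean of that plate's compound wells plus 3 SD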;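 also: peak over basal fluorescence ratio during 140 s after agonist addition; 0% = ACh EC80 plus DMSO and 100% = DMSO alone without agonist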
V1aR counter – activates human V1a receptor in oxytocin agonist counter-screen; P37288; CHO-V1R cells, Fluo-8 calcium fluorescence, agonist mode; 0% DMSO, 100% 3 nM vasopressin; activation, % at 3 µM; 0.25% of 320,000 active; AID 2797;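 active = activation above the mean activation of all tested compounds plus 3 SD, per screening run, cut at about 20% in these data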;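 also: signal is peak over basal fluorescence ratio across a 100 second FLIPR read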
CHRM1 PAM – positive allosteric modulators of human M1 muscarinic receptor; P11229; CHO-K1 hM1, Fluo-8 calcium fluorescence, ACh EC20; 0% = ACh EC20, 100% = maximal ACh; activation, % at 3 µM; 0.088% of 360,000 active; AID 588819; in the data active = activation above about 19%, passing the limit was not always enough
An asterisk follows results filed as active; · = not tested or not shown.

SMILES	CHO parental Ca	TAAR1 agonist	OXTR agonist	TAAR1 antagonist	OXTR potentiate	CHRM1 agonist	CHRM1 antagonist	V1aR counter	CHRM1 PAM
CCOC(=O)c1ccc(NS(=O)(=O)c2cc(C)ccc2OC)cc1	24*	7	5.5	4	-7	-1	-5	4.9	3
CN(c1ccccc1)S(=O)(=O)c1cccc(C(=O)Nc2ccc(N3CCOCC3)cc2)c1	·	12	·	31	·	-2	0	·	0
O=C(N/N=C/c1cccs1)C1COc2ccccc2O1 (stereo not drawn)	1	3	0.5	-18	-5	-4	0	0.1	-6
CCOC(=O)C1(Cc2cccc(OC)c2)CCCN(C(=O)CSC)C1 (stereo not drawn)	-17	0	-0.8	9	-9	-1	-13	1.4	9
CCOc1cc(NC(=S)NCc2ccco2)c(OCC)cc1NC(C)=O	-13	3	-0.3	7	0	-4	8	0.2	-2
O=C1CCCN1CCNC(=S)Nc1ccccc1	1	6	-0.5	10	-5	-3	-7	0.5	-4
Cc1cccc(C(=O)NNc2ncnc3c2cnn3C)c1	-3	0	-0.7	-14	-2	-3	3	1.0	2
O=S(=O)(c1ccccc1)N1CCN(c2ncccn2)CC1	-14	11	0.5	12	-4	-3	-9	0.0	5
O=C(N/N=C/c1ccco1)c1cnccn1	-1	18	-0.2	-10	-2	-5	8	0.8	-2
Cc1ccc(C(=O)N(CN2CCCC2=O)c2ccccc2)cc1C	-17	0	-0.8	6	5	-2	7	0.1	-3
O=c1oc(-c2ccccc2)cc(Cl)c1Cl	20	-3	-0.4	17	-9	-5	0	-0.2	5
Cc1cc(NC(=O)c2ccccc2Oc2ccccc2)no1	-14	14	-1.9	2	2	-3	1	-1.1	4
CC(C)C(=O)Nc1nnc(NC(=S)Nc2ccccc2)s1	0	7	-0.5	-9	-6	-7	-3	-0.7	9
Cc1ccccc1SCC(=O)Nc1cc(S(=O)(=O)N2CCOCC2)ccc1N1CCOCC1	-19	9	0.8	-30	-5	-4	-12	-0.9	8
C=C(C)CSc1nnc([C@@H]2CCCN2C(=O)OC(C)(C)C)o1	-6	6	-0.9	-15	-6	-2	-4	-0.4	7
O=C1CC(=O)Nc2cc(S(=O)(=O)N3CCOc4ccc(Cl)cc43)ccc2N1	-1	1	0.6	2	-6	-6	7	0.8	-8
c1ccc(-c2noc(CN3CCN(C(c4ccccc4)c4ccccc4)CC3)n2)cc1	-7	1	0.5	-10	3	-9	-10	2.1	3
CC(=O)c1ccc(NC(=O)C(C)N2CCN(C/C=C/c3ccccc3)CC2)cc1 (stereo not drawn)	-7	4	-0.3	11	-19	-1	-1	1.4	5
CCCOC(=O)/C(=C\C=C\c1ccco1)NC(=O)c1ccccc1	-4	9	-2.6	-17	-1	-3	0	-0.4	6
CCC1(c2ccc(F)cc2)NC(=O)N(CC(=O)c2cc(C)n(C3CC3)c2C)C1=O (stereo not drawn)	-2	103*	31*	58*	-22	30*	7	30*	1
CC(=O)c1ccc(Nc2nc(C(N)COCc3ccccc3)cs2)cc1 (stereo not drawn)	·	5	·	13	·	-2	-8	·	3
Cc1ccc(-c2nn3c(C)nnc3c3ccccc23)cc1S(=O)(=O)NCc1ccccc1	-3	1	0.3	8	4	-3	4	1.0	-1
O=C(Nc1ccc(S(=O)(=O)N2CCCC2)cc1)N1c2ccccc2Sc2ccccc21	-10	6	-1.3	-8	-3	-9	1	-0.9	-2
Cc1c(C(=O)N2CCC(Cc3ccccc3)CC2)sc2ncnc(N3CCC(C)CC3)c12	-12	6	-0.4	-7	-1	-6	0	0.2	3
Cc1ccc(C(C(=O)NCc2ccco2)N(C(=O)CNC(=O)c2cccs2)c2c(C)cc(C)cc2C)cc1 (stereo not drawn)	-7	19	0.6	-18	-6	-5	-7	-0.2	8
Cc1nn(Cc2ccccc2)c(C)c1CCC(=O)O	10	2	-0.9	11	-13	-2	-2	0.7	-5
CC(C)(C)OC(=O)N1CCC(C(=O)Nc2ccc(C(=O)NCCc3ccccc3)cc2)CC1	·	31	·	44	·	8	8	·	14
O=C(CCC1CCCN(C2C3CC4CC(C3)CC2C4)C1)NCc1ccc(F)c(F)c1 (stereo not drawn)	-18	-1	1.0	-11	-1	-5	43*	0.0	-18
O=C(COC(=O)C12CC3CC(CC(C3)C1)C2)NNC(=O)c1ccccc1	0	9	3.0	-19	-7	1	-9	1.4	12
Cc1[nH]c(C)c(S(=O)(=O)NCc2ccc(OC(C)C)cc2)c1C(=O)N1CCCC1	-12	7	-0.5	-19	-2	0	-17	1.0	12
O=C(NC1CC2CCCC(C1)N2C(=O)Nc1ccccc1)c1ccncc1 (stereo not drawn)	-7	1	3.7	-18	-8	-3	2	0.7	2
COc1cccc2c(=O)n(CC(=O)NC3CCCC3)ccc12	0	1	0.0	-24	1	-3	-11	0.5	9
CC(C)(C)OC(=O)N1CCC(c2c(C(=O)O)cnn2-c2ccccc2)CC1	-4	12	1.0	-11	3	-5	-4	1.1	11
CCCCn1c(N)c(N(CC(C)C)C(=O)c2cccc(S(=O)(=O)N3CC(C)OC(C)C3)c2)c(=O)[nH]c1=O (stereo not drawn)	9	1	-0.8	-18	-1	-1	-10	0.1	10
Cc1ccc(OCC(=O)NNC(=O)c2cc3ccccc3o2)cc1C	49*	2	-1.0	-2	-12	0	-10	0.4	10
O=C(O)C1CC=CCC1C(=O)Nc1cccnc1 (stereo not drawn)	-3	9	-0.3	21	-13	0	-4	1.9	6
COc1ccccc1NC(=O)CN(Cc1ccco1)C(=O)c1cc(Cl)c(OC)c(OC)c1	·	4	·	15	·	-4	-7	·	0
Cc1cccc(C(=O)NCC(=O)N2CCN(S(=O)(=O)c3ccc4c(c3)OCCO4)CC2)c1	-9	3	-1.9	-4	-5	-3	-11	-0.2	3
CCCCCC(=O)Nc1ccc2oc(-c3cccnc3)nc2c1	-14	13	0.7	10	3	-3	0	0.9	8
C=CCn1c(N)c(C(=O)OC(C)CC)c2nc3ccccc3nc21 (stereo not drawn)	·	0	·	-13	·	-5	-8	·	11
COc1cc(OC)cc(C(=O)NC(=S)N2CCCCCC2)c1	5	2	-0.9	21	-9	0	-9	-0.5	9
CSc1nsc(SC)c1NC(=O)N1CCCCC1	-14	4	-0.7	10	0	-5	-5	-0.1	5
COCCCn1c(=N)c(C(=O)NCC2CCCO2)cc2c(=O)n3cccc(C)c3nc21 (stereo not drawn)	-8	0	0.3	3	-1	-8	-9	0.3	5
CSc1ccc(/C=N/NC(=O)c2cc(O)cc(O)c2)cc1	-6	6	0.1	8	-7	1	-1	0.6	9
COc1ccc2c(CC(=O)Nc3nc(C)cs3)coc2c1	-18	2	-0.5	8	-10	-5	1	0.1	2
COc1ccc(NC(=O)CN2CCc3ccccc3C2)cc1S(=O)(=O)N1CCOCC1	-9	3	0.9	-1	6	0	-2	2.3	0
O=C1CNC(=O)/C(=C\c2ccccc2)N1	2	5	0.8	-7	-1	-3	-15	1.4	5
CC(C)(C)c1ccc(C(=O)NNc2cc(Cl)cc(Cl)c2)cc1	5	5	0.3	8	-14	-5	4	0.7	0
COc1ccc(-c2c(C)nn3c(N4CCCCCC4)cc(C)nc23)cc1OC	-17	2	-1.8	-18	-7	-6	-6	-1.5	5
CC1(C)Cc2c(c(=S)nc(-c3ccccc3)n2CCN2CCOCC2)CO1	-12	4	0.0	-23	-3	-8	-8	-0.1	6
O=P(c1ccccc1)(c1ccccc1)c1ccc(O)cc1	-3	3	0.7	-24	-10	6	-10	-0.1	10
C=CCNCc1cc(=O)n2c(-c3ccccc3)csc2n1	-16	0	-0.3	-16	0	-11	15	-0.2	-13
COc1ccc(-c2cn3cc(Br)cnc3n2)cc1	-10	2	-0.7	-16	6	-1	8	0.1	3
COc1cccc(NC(=O)C2COc3ccccc3O2)c1 (stereo not drawn)	-6	3	-2.1	-5	-6	-4	0	0.1	3
CN(CCC#N)C(=O)COC(=O)c1cc(Cl)cc(Cl)c1N	8	6	-0.1	10	-13	-7	-6	0.1	12
Cc1ccsc1C(=O)Nc1ccc(S(=O)(=O)N2CCOCC2)cc1	-5	17	2.9	4	-3	-2	-10	1.8	9
C=C(C)COc1ccc(-c2nc(N)ncc2Oc2ccccc2OCC)c(O)c1	-4	10	-0.2	25	-12	-2	-11	1.0	-1
O=C1c2ccccc2C(Nc2ccc(S(=O)(=O)N3CCCCCC3)cc2)N1Cc1ccco1 (stereo not drawn)	5	-1	-1.4	7	-8	-6	-2	1.3	-1
COc1cc(Cc2nccc3cc(OC)c(OC)cc23)c(NC(C)=O)cc1OC	5	0	0.1	13	-7	-3	-14	1.8	10
COCCN(CCOC)S(=O)(=O)c1ccc(C(=O)Nc2nnc(C3CC3)o2)cc1	-5	3	-0.5	14	-3	-3	-23	0.5	3

Marked active in CHRM1 agonist, of those listed so far:
Structure	OXTR potentiate	CHRM1 agonist	CHRM1 antagonist	CHRM1 PAM
CCC1(c2ccc(F)cc2)NC(=O)N(CC(=O)c2cc(C)n(C3CC3)c2C)C1=O (stereo not drawn)	-22	30*	7	1

More compounds follow:
SMILES	CHO parental Ca	TAAR1 agonist	OXTR agonist	TAAR1 antagonist	OXTR potentiate	CHRM1 agonist	CHRM1 antagonist	V1aR counter	CHRM1 PAM
COc1ccc(S(=O)(=O)NC(CC(=O)NCc2ccco2)c2ccco2)cc1 (stereo not drawn)	-8	4	-1.1	-18	-8	-2	3	0.6	-7
O=C(Cn1nnc(-c2cccs2)n1)N1CCc2ccccc2C1	-18	10	0.0	1	-4	-3	1	0.1	6
Cc1ccccc1C(=O)c1cccn1CC(=O)NCCC1=CCCCC1	-16	0	-0.7	-1	-3	-11	-2	-0.7	9
Cc1ccc(S(=O)(=O)NC(=O)Nc2ccc(N(C)C)cc2)cc1	-6	0	-0.7	-19	-6	-3	-14	-0.5	14
CCOC(=O)N1CCN(CC(=O)Nc2ccc(F)cc2)CC1	7	4	0.5	11	-15	-1	-6	-0.2	6
COc1ccc(OC)c(S(=O)(=O)NCC(=O)NC2CCCCCC2)c1	-3	6	-0.3	-10	-1	-4	0	-0.8	-2
COc1ccc(OC)c(NC(=O)[C@@]2(CC(=O)O)CC(/C=C/c3ccccc3)=NO2)c1	-4	2	1.0	-6	-6	-2	-7	0.8	4
